# ELG1 DNA repair – qHTS screen for small molecules that inhibit ELG1-dependent DNA repair in human embryonic kidney (HEK293T) cells expressing luciferase-tagged ELG1; HEK293T ELG1-luciferase reporter, luminescence, 16 h; DNA damage induced by 5-fluorouridine; AID 504467, 2011; 330,000 tested, 2.3% active; Potency, µM (series often up to 46.1 µM), for inactives: top-dose activity change, negative = inhibition, most hits filed as inhibitors; further: potency means the concentration at half of the fitted maximal effect; on the % scale 0 is the no-effect control and ±100 the full control effect; nearly all actives have a fitted effect of over 55% in size
#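 Luminescence from the luciferase reporter, measured 30 min after ONE-Glo reagent at room temperature, was the read-out. Beforehand, 2,000 cells per well were exposed for 16 hr at 37 °C to 5-fluorouridine together with compound or vehicle.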
# Tb PFK block – qHTS Assay to Find Inhibitors of T. brucei phosphofructokinase. ATP-dependent 6-phosphofructokinase (Trypanosoma brucei brucei), O15648. T. brucei PFK, ADP-Glo luminescence. Potency, µM (titrated, usually from 57.5 µM), for the others: at the highest dose activity, negative = inhibition, actives largely listed as inhibitors. 330,000 tested, 0.17% active;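 further: potency means the concentration at half of the fitted maximal effect; 0% = uninhibited 1x PFK enzyme wells and -100% = no-enzyme wells; nearly all actives have a fitted effect of over 60% in size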
# Target sequence (O15648 whole entry, looked up): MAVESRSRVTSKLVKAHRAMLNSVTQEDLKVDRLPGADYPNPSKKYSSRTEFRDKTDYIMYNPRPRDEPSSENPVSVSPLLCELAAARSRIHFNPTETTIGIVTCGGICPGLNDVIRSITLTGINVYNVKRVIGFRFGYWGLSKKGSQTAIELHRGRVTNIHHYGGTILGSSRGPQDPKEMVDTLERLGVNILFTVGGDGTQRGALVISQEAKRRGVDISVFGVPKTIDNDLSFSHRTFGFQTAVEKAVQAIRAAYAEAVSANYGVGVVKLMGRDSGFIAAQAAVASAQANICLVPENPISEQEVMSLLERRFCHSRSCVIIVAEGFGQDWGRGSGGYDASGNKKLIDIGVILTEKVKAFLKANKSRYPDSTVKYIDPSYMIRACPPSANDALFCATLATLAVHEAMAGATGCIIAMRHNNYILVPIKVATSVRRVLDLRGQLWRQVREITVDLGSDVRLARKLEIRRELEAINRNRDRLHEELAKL
#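 PFK 1.25 nM, F6P 0.5 mM, ATP 0.1 mM, 0.1 M TEA pH 8.0, 5 mM MgCl2, 0.01% Tween20, 0.1% BSA; 45 min RT. ADP-Glo readout. qHTS titration up to 57 uM; curves fitted, compounds curve-classed.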
# p53 reactivator – qHTS assay for re-activators of p53 using a Luc reporter. H1299 p53-A138V BP100-luciferase reporter, luminescence, 24 h. Potency, µM (titrated, usually from 92.2 µM), for inactives: top-dose activity change, positive = activation, usual class: activators. 320,000 tested, 0.063% active. AID 504706, 2011; further: potency means the concentration at half of the fitted maximal effect; % of control where 0% means no effect; nearly all actives have a fitted effect of over 45% in size
#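 H1299 (p53-null), stable ts p53-A138V + BP100-Luc; 1000 cells/well, Opti-MEM/10% FBS; cpd 4 pt, 1:5; 24 h, 37 deg C, 5% CO2; detection reagent 10 min RT; luminescence.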
# TRPV1 ag – HTS Assay for Compounds that Act as Agonists of the Vanilloid Receptor 1; AID 540275, 2011; activation, % at 8.33 µM; Transient receptor potential cation channel subfamily V member 1 (Homo sapiens), Q8NER1; TRPV1-expressing cells, Fluo-8 calcium influx, agonist mode; 320,000 tested, 0.19% active; in the data active means activation above about 80%; inconclusive means between about 30% and that limit; further: 0% is about no effect
#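 Cells expressing TRPV1 were dye-loaded with Fluo-8 and read kinetically: 10 s baseline, 3 min after compound (agonist portion), then 2 min after EC20 capsaicin (allosteric enhancer portion). Calcium-bound dye fluorescence at 480/520 nm.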
# BRCA1 expr act – qHTS Assay to Identify Small Molecule Activators of BRCA1 Expression. Potency, µM (titrated, usually from 46.1 µM), for inactives: at the highest dose activation, hits mostly activators. MCF7-BRCA1-FFLuc reporter, luminescence, 48 h; response scale: scaled: vehicle 0%, 10 µM genistein 100%. 380,000 tested, 1.1% active; further: potency means the concentration at half of the fitted maximal effect; nearly all actives have a fitted effect of over 80% in size; some results filed as inactive show a strong effect at the top dose
#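 Luminescence from a BRCA1-driven firefly luciferase in MCF7 cells was read after 48 h compound exposure at 37 C. Data normalized against DMSO and a 10microM genistein activation control, then curve-fitted across the titration.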
# NPC1 promoter act – qHTS Assay for NPC1 Promoter Activators; Potency, µM (series often up to 9.22 µM), for inactives: at the top dose activation, actives largely listed as activators; 320,000 tested, 2.4% active; Huh7 NPC1 promoter luciferase reporter, 24 h; AID 485313, 2010;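 further: potency means the concentration at half of the fitted maximal effect; % of control where 0% means no effect; nearly all actives have a fitted effect of over 60% in size; reporter is driven by a mutant NPC1 promoter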
#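 Huh7 reporter cells (NPC1 promoter driving luciferase) are dosed with compound for 24 h at 37 °C, 5% CO2; luciferase detection reagent is then added and luminescence measured after 10 min at ambient temperature.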
# RORg inh – qHTS for inhibitors of ROR gamma transcriptional activity. 310,000 tested, 5.4% active. AID 2551, 2010. Nuclear receptor ROR-gamma (Mus musculus), P51450. Drosophila S2 Gal4-RORgamma UAS-luciferase reporter, 20 h. Potency, µM (top dose mostly 53.6 µM), for inactives: at the top dose activity change, negative = inhibition, actives largely listed as inhibitors; further: potency means the concentration at half of the fitted maximal effect; on the % scale 0 is the no-effect control and ±100 the full control effect; nearly all actives have a fitted effect of over 60% in size
#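 Compounds are pin-transferred onto Drosophila Schneider cells expressing a copper-inducible Gal4–ROR gamma transactivation domain fusion. After 1 hr, copper sulfate is added to 700 uM final; luciferase is read 20 hr later.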
# VP16 counter – VP16 counterscreen qHTS for inhibitors of ROR gamma transcriptional activity. Drosophila S2 Gal4-VP16 UAS-luciferase, luminescence, 20 h. Potency, µM (highest dose often 53.6 µM), inactives show at the highest dose activity, negative = inhibition, usual class: inhibitors. 310,000 tested, 3.5% active. AID 2546, 2010;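 further: Gal4-VP16 expression switched on by copper sulfate through the metallothionein promoter; potency means the concentration at half of the fitted maximal effect; on the % scale 0 is the no-effect control and ±100 the full control effect; nearly all actives have a fitted effect of over 50% in size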
# ELG1 genotoxic – qHTS screen for small molecules that induce genotoxicity in human embryonic kidney (HEK293T) cells expressing luciferase-tagged ELG1. HEK293T ELG1-luciferase reporter, luminescence, 16 h. 330,000 tested, 1.3% active. AID 504466, 2011. Potency, µM (doses to about 46 µM), for the others: at the highest dose activity change, positive = activation, actives largely listed as activators; further: potency means the concentration at half of the fitted maximal effect; % of control where 0% means no effect; nearly all actives have a fitted effect of over 60% in size
#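 Screening used a luciferase reporter fused to human ELG1 in HEK293T cells. Luminescence was read on a CCD plate imager after 16 hr exposure and 30 min ONE-Glo incubation.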
# FLuc modulator – qHTS profiling assay for firefly luciferase inhibitor/activator using purifed enzyme and Km concentrations of substrates (counterscreen for miR-21 project). Luciferin 4-monooxygenase (Photinus pyralis), P08659. purified FLuc, Km substrates, luminescence inhibition. Potency, µM (series often up to 57.5 µM), for the others: at the top dose activity change, negative = inhibition, actives largely listed as inhibitors. 360,000 tested, 6.9% active;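 further: potency means the concentration at half of the fitted maximal effect; plate controls were vehicle for no effect and reference inhibitor for full effect; nearly all actives have a fitted effect of over 55% in size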
# Target sequence (P08659 whole entry, looked up): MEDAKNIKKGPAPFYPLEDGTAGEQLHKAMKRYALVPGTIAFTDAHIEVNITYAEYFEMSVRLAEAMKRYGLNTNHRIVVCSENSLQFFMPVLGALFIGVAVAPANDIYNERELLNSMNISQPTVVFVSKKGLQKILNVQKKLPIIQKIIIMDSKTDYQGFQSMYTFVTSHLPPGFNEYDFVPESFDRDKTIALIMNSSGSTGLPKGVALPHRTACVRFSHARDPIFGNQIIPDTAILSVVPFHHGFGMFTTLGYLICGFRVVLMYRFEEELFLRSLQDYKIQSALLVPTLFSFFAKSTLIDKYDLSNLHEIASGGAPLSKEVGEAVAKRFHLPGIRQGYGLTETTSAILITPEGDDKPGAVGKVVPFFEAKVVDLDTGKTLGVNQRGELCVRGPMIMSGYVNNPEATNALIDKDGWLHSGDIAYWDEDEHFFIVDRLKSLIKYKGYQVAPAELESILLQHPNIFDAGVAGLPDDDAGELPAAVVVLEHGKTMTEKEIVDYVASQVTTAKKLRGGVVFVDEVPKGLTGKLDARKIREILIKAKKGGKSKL
#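 Purified P. pyralis luciferase, 10 nM final, with Km-level 10 uM D-luciferin and 10 uM ATP in 50 mM Tris acetate pH 7.5, 10 mM Mg acetate, 0.01% Tween-20, 0.05% BSA; 6-point qHTS titration about 60 µM downward; luminescence read.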
# Rab9 promoter act – qHTS Assay for Rab9 Promoter Activators; 320,000 tested, 2.8% active; Potency, µM (doses to about 9.22 µM), without a hit: top-dose activation, negative = inhibition, most hits filed as activators; AID 485297, 2010; Huh7 Rab9 promoter-luciferase reporter, luminescence, 24 h; further: potency means the concentration at half of the fitted maximal effect; % of control where 0% means no effect; nearly all actives have a fitted effect of over 60% in size
#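 Cells were plated at 1500 per well in reduced-serum medium with 10% FBS and left 2 h. Compound in DMSO was then added for 24 h at 37 °C. Reporter signal was read by luminescence after 10 min with luciferase detection reagent.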
# Starred values were filed as active, the others as inactive; u = inconclusive; x = no result given; & = joins results of further samples; [ ] = dose if it differs, or a comment. Unless noted, the call rests on the fitted dose curve; in most records, active means well fitted curve in the direction sought with a large enough effect; inconclusive means small, poorly fitted or top-dose-only effect, or another doubt; inactive means no such curve, though single readings can be large; an effect the other way counts as inactive or inconclusive.
SMILES | ELG1 DNA repair | Tb PFK block | p53 reactivator | TRPV1 ag | BRCA1 expr act | NPC1 promoter act | RORg inh | VP16 counter | ELG1 genotoxic | FLuc modulator | Rab9 promoter act
Cc1cccc(CCNC(=O)C2CCN(S(=O)(=O)c3cccc4cccnc34)CC2)c1 | -12.0% | -2.5% | 6.0% | -1.9 | -0.4% | -2.5% | 7.2% | 5.0% | -6.4% | 3.4% | -2.5%
CC(=O)NCCn1c(SCc2ccccc2F)nc2ccccc2c1=O | u | 14.1% | -10.0% | u | -13.3% | -0.8% | 22.3% | -2.5% | 18.1% | 1.7% | -3.1%
Cc1ccc(S(=O)(=O)NCCc2cc3ccc(C)c(C)c3[nH]c2=O)cc1 | -21.0% | 2.5% | -4.0% | 1.7 | -30.4% | -6.7% | 6.0% | 1.8% | -22.9% | -2.2% | -0.2%
COc1ccc2nc(/C(C#N)=C\c3ccc(Oc4ccc([N+](=O)[O-])cn4)cc3)[nH]c2c1 | -16.7% | 0.7% | -14.3% | -2.1 | -42.6% | -0.4% | u | u | 7.2% | -26.6% | -9.2%
O=C(CCc1ccc(S(=O)(=O)N2CCOCC2)cc1)Nc1ccc2ccccc2c1 | 0.0% | 2.8% | -5.8% | -4.9 | 4.4% | 2.1% | 41.0% | -17.6% | -7.3% | -1.3% | 13.8%
CCS(=O)(=O)N1Cc2ccccc2CC1C(=O)Nc1nnc(SCc2ccc(F)cc2)s1 (centres undefined) | -3.9% | -0.2% | 25.7% | -5.1 | 2.9% | -5.3% | -16.6% | u | -2.8% | 5.1% | -13.2%
CCOc1ccc(NC(=S)Nc2ccccc2C2CC2)cc1 | 9.7% | 1.4% | 0.5% | -2.3 | 18.9% | -4.1% | 2.82µM* | 11.2µM* | -0.6% | 0.7% | 0.4%
CCCN(CCC)CCCNc1ccc(C(=O)Nc2cccc(OC)c2)cc1[N+](=O)[O-] | u | 2.0% | 3.9% | -2.2 | -24.0% | -5.0% | -8.6% | -13.9% | 3.2% | -2.8% | -5.0%
CCC(=O)N1CCc2cc(S(=O)(=O)NCCC(=O)N3CCN(Cc4ccccc4)CC3)ccc21 | u | 2.6% | -8.7% | 1.2 | -1.1% | -1.3% | 30.5% | -0.1% | -10.8% | 1.2% | -4.4%
O=C(CCc1nc2cccnc2n1Cc1ccccc1)N1CCOCC1 | -3.3% | 2.6% | -1.8% | 5.3 | 9.4% | 1.0% | 0.8% | -2.3% | 1.1% | 1.3% | -4.2%
O=C(NCCC1=CCCCC1)c1c(O)nc2ccccn2c1=O | u | -1.4% | u | 1.0 | -5.0% | u | 1.8% | 18.0% | u | -6.4% | u
COC(=O)c1nn(-c2ccccc2)c(Sc2ccccc2)c1/C=N/O | u | -1.2% | -3.0% | -0.2 | -4.4% | 0.8% | -2.2% | -8.5% | 0.6% | -1.6% | -3.2%
O=C(NCc1nnnn1-c1ccc(F)c(F)c1)c1ccc2ccccc2c1 | -2.1% | 0.2% | -7.2% | u | -4.0% | 4.8% | x | x | -4.5% | -1.9% | -3.6%
CC(=O)N1CCN(S(=O)(=O)c2cccc(C(=O)NC3CCCc4ccccc43)c2)CC1 (centres undefined) | 1.5% | -3.2% | 5.1% | -1.7 | -2.1% | 0.1% | 37.1% | 4.3% | -0.5% | 0.8% | 1.8%
CC(=O)Cc1nsc(Nc2ccc(C)cc2)n1 | 6.6% | 7.2% | -0.7% | 1.2 | 72.4% | -5.6% | 7.6% | -1.8% | 0.0% | -1.6% | -1.1%
Nc1ccc(-c2cc3ccccc3c(=O)o2)cc1 | u | 3.7% | -12.6% | x | -74.4% | x | x | x | u | x | x
CCOC(=O)N1CCN(C(=O)C2CCC(CNS(=O)(=O)c3ccccc3)CC2)CC1 (centres undefined) | -11.6% | -5.2% | -0.3% | -5.8 | -12.9% | -1.5% | 30.2% | -7.7% | -4.8% | 0.0% | 4.7%
COc1ccc(NC(=O)CSCCc2ccccn2)cc1OC | 22.5% | -7.0% | 11.7% | -6.1 | 21.2% | -2.0% | 5.4% | -5.7% | 4.6% | -2.4% | 2.3%
Nc1ccc(C(=O)OC2CCOC2=O)cc1[N+](=O)[O-] (centres undefined) | 1.9% | -7.2% | -2.5% | 0.7 | -11.0% | 1.7% | 9.9% | 9.0% | 0.1% | 3.3% | -4.5%
O=c1cc(CN2CCCCCC2)nc2sccn12 | 14.1% | -25.1% | -3.8% | 1.2 | -1.9% | 1.5% | 17.5% | 4.4% | 1.4% | -14.9% | -3.6%
Cc1ccnc(NC(=O)c2ccoc2C)c1 | u | -8.0% | u | 3.2 | 94.7% | u | -20.2% | 4.7% | u | 16.9µM* | u
CC(C)=CCN1CCN(Cc2c[nH]c3ccccc23)CC1CCO (centres undefined) | -14.7% | 1.3% | x | -0.2 | -1.0% | -28.8% | -2.7% | -16.2% | -2.0% | 2.6% | 3.2%
N#CC1=C(SCC(N)=O)NC2=C(C(=O)c3ccccc32)C1c1ccc(Cl)cc1 (centres undefined) | -24.7% | -3.7% | 2.2% | -3.1 | -21.2% | 1.2% | -20.8% | -10.4% | 1.6% | -1.9% | -0.5%
CN(C)C(=S)SCC(=O)NCc1ccc(F)cc1 | 14.1% | 0.8% | 5.0% | 3.9 | u | -6.1% | 15.8% | -14.0% | 7.8% | u | -6.3%
CC1CCCC(C)N1CCCNC(=O)c1cc2c(=O)n(C)c3ccccc3c2n1C (centres undefined) | u | 1.4% | -4.4% | 0.8 | -15.8% | 0.2% | 2.8% | -4.2% | 21.7% | 2.0% | -10.6%
COc1ccc(/C=N/NC(=O)c2ccc(N(C)S(=O)(=O)c3ccccc3)cc2)c(OC)c1 | 1.2% | 2.1% | 3.7% | -2.1 | 3.1% | 1.3% | 10µM* | -4.7% | -4.3% | -15.1% | 0.1%
CCn1ncc(/C=N\NC(=O)COc2ccccc2)c1C | 10.7% | 0.7% | 8.8% | 1.0 | -9.7% | 0.8% | -6.4% | -13.2% | 0.2% | -18.4% | 1.5%
Cc1cccnc1NC(=O)CCc1c[nH]c2ccccc12 | 7.4% | -0.2% | 20.9% | -3.7 | 28.6% | 8.6% | 3.9% | 6.3% | 0.8% | 1.9% | 1.8%
C[C@@H](NC(=O)OC(C)(C)C)c1nnc(S(=O)(=O)Cc2ccccc2)o1 | u | -14.1% | -13.8% | 3.0 | -83.4% | -6.6% | u | 4.47µM* | 12.0% | -11.0% | -20.0%
CC1Cc2cc(S(=O)(=O)NCc3ccccc3)ccc2N1C(=O)C1CCC1 (centres undefined) | -17.5% | 1.7% | -1.5% | 10.0 | -30.4% | -0.5% | -9.7% | u | 0.0% | 2.0%&3.0% | -1.5%
Cc1ccccc1NC(=O)CN1CCN(C)CC1 | 7.0% | -0.9% | 3.8% | 1.0 | 6.9% | -3.3% | -16.1% | -2.7% | -3.0% | -2.5% | -7.5%[1.84 µM]
O=C(Cn1nnc(-c2ccccc2)n1)N/N=C/c1cc([N+](=O)[O-])ccc1O | -26.8% | 14.5% | -0.6% | 0.7 | -6.8% | -0.6% | -4.4% | -26.0% | 8.6% | -10.3% | 10.3%
Cc1cccnc1NC(=O)c1ccc(S(=O)(=O)NCc2ccco2)cc1 | 2.2% | 4.8% | -2.4% | -1.4 | 11.1% | -1.4% | x | x | 1.1% | -1.9% | -1.9%
COc1cc2c(cc1OC)C(C(=O)NCCN(C)C)C(c1cccs1)N(C)C2=O (centres undefined) | 0.0% | 4.8% | -2.2% | -5.7 | 63.3% | -5.7% | 12.6% | 0.5% | -9.9% | 5.5% | -0.4%
